Screening results (PubChem BioAssay)
FEN1 inh: qHTS Assay for the Inhibitors of Human Flap endonuclease 1 (FEN1); P39748; Recombinant FEN1 flap cleavage, fluorescence, 15 min; Potency, µM (series often up to 114 µM), for inactives: at the highest dose activity change, negative = inhibition, hits mostly inhibitors; 0.35% of 390,000 active; AID 588795, 2011; further: nearly all actives have a fitted effect of over 65% in size
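Steps: FEN1 (10 nM) dispensed; compound added by pin tool; 15 min at room temperature; substrate added to 50 nM final; reads at 0 min and 15 min; data normalized and fitted (four-parameter Hill).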
N370S GC mod: qHTS Assay for Inhibitors and Activators of N370S glucocerebrosidase as a Potential Chaperone Treatment of Gaucher Disease; N370S GC spleen homogenate, 4MU-glucoside fluorescence; AID 2101, 2009; Potency, µM (doses to about 59.4 µM), for inactives: at the top dose activity change, negative = inhibition, actives largely listed as inhibitors; 0.092% of 330,000 active;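 further: 0% = full enzyme activity and -100% = no enzyme basal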
GCN5L2 inh: qHTS Assay for Inhibitors of GCN5L2. GCN5L2 HAT assay, ThioGlo1 CoA-SH fluorescence. Potency, µM (top dose mostly 58.9 µM), for the others: top-dose activity change, negative = inhibition, hits mostly inhibitors. 0.21% of 390,000 active. AID 504327, 2011
Target sequence (Q92830 whole entry, looked up): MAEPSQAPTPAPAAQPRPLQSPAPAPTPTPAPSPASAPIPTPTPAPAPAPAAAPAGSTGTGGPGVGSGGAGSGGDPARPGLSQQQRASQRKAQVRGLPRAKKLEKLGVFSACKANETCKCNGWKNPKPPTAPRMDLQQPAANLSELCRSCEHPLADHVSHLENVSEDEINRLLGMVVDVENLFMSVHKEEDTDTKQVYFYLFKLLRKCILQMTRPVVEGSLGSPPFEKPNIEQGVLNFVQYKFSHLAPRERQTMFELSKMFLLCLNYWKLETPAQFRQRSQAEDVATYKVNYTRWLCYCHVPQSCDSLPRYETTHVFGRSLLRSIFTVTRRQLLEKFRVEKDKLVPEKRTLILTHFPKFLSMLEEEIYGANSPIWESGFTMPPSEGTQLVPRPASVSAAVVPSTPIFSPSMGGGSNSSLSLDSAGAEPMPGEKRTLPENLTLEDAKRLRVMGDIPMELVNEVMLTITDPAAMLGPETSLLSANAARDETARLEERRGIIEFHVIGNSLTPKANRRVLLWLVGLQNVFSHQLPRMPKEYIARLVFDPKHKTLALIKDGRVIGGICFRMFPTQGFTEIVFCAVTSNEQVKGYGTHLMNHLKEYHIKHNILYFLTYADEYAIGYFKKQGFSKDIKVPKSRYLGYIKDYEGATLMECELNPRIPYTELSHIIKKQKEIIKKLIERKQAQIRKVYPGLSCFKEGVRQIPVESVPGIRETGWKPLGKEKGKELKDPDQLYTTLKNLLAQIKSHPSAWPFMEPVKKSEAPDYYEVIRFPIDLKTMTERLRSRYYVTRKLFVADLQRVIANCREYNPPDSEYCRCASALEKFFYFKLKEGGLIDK
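GCN5L2 (20 nM) in 50mM HEPES pH 7.5, 0.1mM EDTA, 0.01% Tween-20 preincubated 15 min with compounds at room temperature. Reaction started with H3(1-25) 75uM, acetyl-CoA 70uM, ThioGlo1 50uM; CoA-thiol fluorescence (Ex340/Em540) read at 0 and 20 min.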
An asterisk follows results filed as active; ? = inconclusive; · = not tested or not shown; & = joins results of further samples. The call rests on the fitted dose curve; in most records, active means well fitted curve in the direction sought with a large enough effect; inconclusive means small, poorly fitted or top-dose-only effect, or another doubt; inactive means no such curve, though single readings can be large; an effect the other way counts as inactive or inconclusive. Unless noted, on the % scale 0 is the no-effect control and ±100 the full control effect; potency means the concentration at half of the fitted maximal effect. Hits appear at their usual frequency; about 0.54% have a hit in one of these screens.

1. CCOC(=O)c1c(C)oc2nc(C)nc(NC(C)c3ccccc3)c12 (stereo not drawn)
2. COC(=O)c1ccc(N2CCOCC2)c(NC(=O)c2ccc3c(c2)OCCO3)c1
3. CCOC(=O)c1sc(=NC(=O)c2cccc(OC)c2)n(C)c1C
4. CCN(c1ccccc1)S(=O)(=O)c1ccc2[nH]cc(C(=O)NCc3ccc(C)cc3)c(=O)c2c1
5. COc1ccc(-n2ccnc2SCC(=O)Nc2ccc3c(c2)OCO3)cc1
6. Clc1ccccc1CSc1ncn(-c2ccccc2)n1
7. O=C(CN1C(=O)c2cccnc2Oc2ccc(Cl)cc21)NCCc1ccccc1
8. CC(C)C(NS(=O)(=O)c1ccc2c(c1)C(C)(C)C(=O)N2C)C(=O)NCc1ccc(F)cc1 (stereo not drawn)
assay / compound	1	2	3	4	5	6	7	8
GCN5L2 inh	6%	0%	-2%	-9%	-8%	-1%	-9%&-12%	-4%
N370S GC mod	·	-10%	8%	·	·	?	-1%	-3%
FEN1 inh	3%	11%	0%	2%	-13%	-9%	-8%&-5%	3%

9. CC(C(=O)Nc1ccc2c(c1)OCO2)N(C)CC(=O)Nc1ccccc1Cl (stereo not drawn)
10. O=C(Cn1c(CO)nc2ccccc21)NC1CCCCCC1
11. O=C(Nc1cc(-c2nc3cc(Cl)ccc3o2)ccc1Cl)c1cccc2ccccc12
12. Cc1cc(Cl)cc(C)c1OCCCCN1CCOCC1
13. O=[N+]([O-])c1cccc(/C=C2\CCC(/C=N/Nc3ccc4ccccc4n3)=C2N2CCOCC2)c1
14. Cc1cc(NC(=O)c2cc3ncc(Br)cn3n2)no1
15. N#Cc1c(Nc2ccccc2)c(C=NCCN2CCOCC2)c[nH]c1=O
16. O=C(Nc1ccc(Cl)cc1)N1CCOCC1
assay / compound	9	10	11	12	13	14	15	16
GCN5L2 inh	0%	1%	0%	-9%	-2%	-14%	-1%	1%
N370S GC mod	·	6%	·	-6%	-4%	-3%	-7%	4%
FEN1 inh	15%	·	18%	-4%	2%	-1%	-11%	1%

A run of entries of the results above, for reference:
12. Cc1cc(Cl)cc(C)c1OCCCCN1CCOCC1
13. O=[N+]([O-])c1cccc(/C=C2\CCC(/C=N/Nc3ccc4ccccc4n3)=C2N2CCOCC2)c1
14. Cc1cc(NC(=O)c2cc3ncc(Br)cn3n2)no1
15. N#Cc1c(Nc2ccccc2)c(C=NCCN2CCOCC2)c[nH]c1=O
assay / compound	12	13	14	15
GCN5L2 inh	-9%	-2%	-14%	-1%
N370S GC mod	-6%	-4%	-3%	-7%
FEN1 inh	-4%	2%	-1%	-11%

Continued.
17. COc1ccccc1NC(NC(=O)c1ccco1)C(=O)c1ccccc1 (stereo not drawn)
18. Cc1ccc(S(=O)(=O)NC(=O)Nc2ccccc2F)cc1
19. Cc1nnc(NC(=O)c2cccc(S(=O)(=O)N3CCc4ccccc43)c2)s1
20. CN(C)S(=O)(=O)c1ccc(NC(=O)CN2C(=O)NC(Cc3ccccc3)C2=O)cc1 (stereo not drawn)
21. CCN(CC)c1ccc(C=Nc2cc(C)ccc2C)c(O)c1
22. O=C(Nc1nc(-c2ccc3ccccc3c2)cs1)c1ccc(N2C(=O)CCC2=O)cc1
23. O=C(CN1C(=O)COc2ccc(S(=O)(=O)N3CCCCCC3)cc21)N1CCN(c2ccc(Cl)cc2)CC1
24. COc1cccc(C(C(=O)NC2CCCC2)N(Cc2ccco2)C(=O)c2ccco2)c1OC (stereo not drawn)
assay / compound	17	18	19	20	21	22	23	24
GCN5L2 inh	-9%	-5%	2%	3%	-3%	-2%	-1%	0%
N370S GC mod	15%	13%	-8%	·	-11%	-23%	·	9%
FEN1 inh	9%	-6%	3%	-16%	-2%	-5%	-5%	0%

25. CCn1cc(C(=O)N2CCN(c3cccc(C)c3C)CC2)c(=O)c2ccc(C)nc21
26. O=C(O)CNC(=O)/C(=C\c1ccco1)NC(=O)c1ccco1
27. COc1cc(/C=N/N2CCN(C3c4ccccc4-c4ccccc43)CC2)cc(OC)c1O
28. CCC(C)(C)NC(=O)CN(CCc1cccc(C)c1)C(=O)c1csnn1
29. CCCn1c2ccccc2c2nnc(SCC(=O)Nc3nnc(CC(=O)OCC)s3)nc21
30. COc1ccc(C2CC(O)(c3ccccc3)Oc3cc(OC)c(OC)c(OC)c32)cc1 (stereo not drawn)
31. O=C(CCl)N(CCc1ccccc1)CCc1ccccc1
32. N/C(CC1CC1(Cl)Cl)=N\OC(=O)c1ccccc1 (stereo not drawn)
assay / compound	25	26	27	28	29	30	31	32
GCN5L2 inh	11%	-6%	0%	-3%	-8%	0%	0%	-2%
N370S GC mod	-1%	3%	-15%	10%	·	8%&7%	-1%	6%
FEN1 inh	-13%	-22%	-12%	0%	-5%	?	-18%	1%

Entries of single compounds, looked up by structure. Order of values: GCN5L2 inh, N370S GC mod, FEN1 inh
`N/C(CC1CC1(Cl)Cl)=N\OC(=O)c1ccccc1` (stereo not drawn) across the screens: -2%, 6%, 1%
`CCn1cc(C(=O)N2CCN(c3cccc(C)c3C)CC2)c(=O)c2ccc(C)nc21` across the screens: 11%, -1%, -13%
`COc1cc(/C=N/N2CCN(C3c4ccccc4-c4ccccc43)CC2)cc(OC)c1O` across the screens: 0%, -15%, -12%
`O=C(O)CNC(=O)/C(=C\c1ccco1)NC(=O)c1ccco1` across the screens: -6%, 3%, -22%
`COc1ccc(C2CC(O)(c3ccccc3)Oc3cc(OC)c(OC)c(OC)c32)cc1` (stereo not drawn) across the screens: 0%, 8%&7%, ?

Continuation.
33. CC(Oc1ccc2ccc(=O)oc2c1)C(=O)NC1CC(C)(C)NC(C)(C)C1 (stereo not drawn)
34. CCOC(=O)C(=O)/C(C#N)=C/Nc1ccccc1
35. CC(=O)Nc1c(C)nn(-c2ccccc2)c1N1CCC(C(=O)Nc2cc(Cl)ccc2C)CC1
36. O=C(Nc1ccc(NC(=O)c2ccco2)nc1)c1ccco1
37. Cc1cc(C)cc(OCC(=O)NCCc2nc3ccccc3[nH]2)c1
38. CCOC(=O)c1c(C)[nH]c(C(=O)CSc2nccc(C)n2)c1C
39. COc1ccccc1OCC(=O)NCCc1nc2ccccc2[nH]1
40. COC(=O)[C@@]1(Cc2ccc(F)cc2)[C@H]2c3cc(C(=O)N(C)C)n(Cc4ccccc4)c3C[C@H]2CN1C(=O)c1ccccc1
assay / compound	33	34	35	36	37	38	39	40
GCN5L2 inh	-5%	-2%	-1%	-6%	-2%&18%	-6%	2%	-11%
N370S GC mod	6%	0%	·	9%	13%	?	-15%	11%&11%
FEN1 inh	-18%	-1%	-8%	-1%	-1%&-11%	8%	5%	-22%

41. CCn1c(=O)n(CC(=O)NCc2ccccc2OC)c(=O)c2ccccc21
42. CCOC(=O)CSc1nnc(NC(=O)c2cccc(S(=O)(=O)N3CCCCCC3)c2)s1
43. COc1ccc(N2CCN(C(=O)CNC(=O)Cn3cnc4sc(C)c(C)c4c3=O)CC2)cc1
44. COc1ccc(OCC(O)Cn2c(Nc3cccc(C)c3)nc3c2c(=O)n(C)c(=O)n3C)cc1 (stereo not drawn)
45. COc1ccc(NC(=O)CCc2c(C)nn(-c3ccc(N4CCCC4)nn3)c2C)cc1Cl
46. O=C(COC(=O)c1ccccn1)NCc1ccccc1
47. COC(=O)C1=C(C)NC(=O)C1(NS(=O)(=O)c1ccc(NC(C)=O)cc1)C(F)(F)F (stereo not drawn)
48. Cn1cccc1C(=O)N1CCC2(CC1)CN(c1ccccn1)C2
assay / compound	41	42	43	44	45	46	47	48
GCN5L2 inh	0%	9%	3%	0%	0%	13%	-1%	-7%
N370S GC mod	5%	4%	-3%	-5%	·	-3%	11%	9%
FEN1 inh	9%	-14%	-16%	-4%	-11%	0%	-3%	·

49. COc1ccc(OC)c(C2=NS(=O)(=O)N(C)C(C(=O)Nc3ccc(F)cc3F)=C2)c1
50. CCCCCN(C(=O)CCC(=O)OC(C)C(=O)Nc1cccc(C#N)c1)c1c(N)n(CCCC)c(=O)[nH]c1=O (stereo not drawn)
51. CC(C)NC(=O)CSc1nncn1-c1ccccc1
52. C=CCNC(=O)CCc1nnc(C2(c3ccc(Cl)cc3)CCC2)o1
53. COC(=O)c1sc(N2C(=O)C(O)=C(C(=O)c3ccc(C)o3)C2c2cccs2)nc1C (stereo not drawn)
54. O=C(CSc1nnc(CNC(=O)c2ccccc2F)o1)NCc1ccco1
55. COc1ccc(NC(=O)CSc2nc(-c3cccs3)cc(C(F)(F)F)c2C#N)cc1
56. CCC(c1nnnn1CCOC)N(Cc1cc2cc(C)c(C)cc2[nH]c1=O)CC1CCCO1 (stereo not drawn)
assay / compound	49	50	51	52	53	54	55	56
GCN5L2 inh	-9%&-6%	-24%	4%	10%	-28%	-10%	-4%	-2%
N370S GC mod	?	1%	5%	20%	-1%	-3%	·	-13%
FEN1 inh	-20%&23%	-12%	-2%	3%	0%	-5%	4%	-5%

57. CCCCCCn1c(SCCOC)nc2c1c(=O)[nH]c(=O)n2C
58. Nc1nc2c(c(=O)[nH]1)N(C=O)C(CNc1ccc(C(=O)NC(CCC(=O)O)C(=O)O)cc1)CN2 (stereo not drawn)
59. CCc1cccc(C)c1NC(=O)Cn1c(=O)cc(C)c2c(C)nn(-c3cccc(F)c3)c21
60. Cc1ccc(-n2c(=S)[nH]c3c(oc4ccccc43)c2=O)cc1C
61. O=C(Nc1ccccc1C1CC1)c1cccs1
62. COc1cc2c(cc1NC(=O)C(C)Sc1nc3ccccc3n1C)oc1ccccc12 (stereo not drawn)
63. O=C(c1cccc(S(=O)(=O)N2CCCCCC2)c1)N1CCN(c2ccccc2F)CC1
64. CCCn1c(N)c(N(CCOC)C(=O)C2CCCC2)c(=O)[nH]c1=O
assay / compound	57	58	59	60	61	62	63	64
GCN5L2 inh	-10%	3%	-13%	-1%	-4%	?	-2%	-12%
N370S GC mod	1%	-26%	·	15%	-1%	-1%	-1%	·
FEN1 inh	4%	·	-10%	3%	0%	1%	-8%	-5%

65. Clc1ccccc1Cc1noc(CN2CCN3CCCC3C2)n1 (stereo not drawn)
66. COC(=O)c1sccc1-n1cccc1C(=O)C(=O)Nc1ccc(F)cc1
67. CCN(CCCNC(=O)CSc1cc(=O)n(C)c2cc(Cl)ccc12)c1cccc(C)c1
68. Cc1nnc(NC(=O)c2ccc(S(=O)(=O)C(F)F)cc2)s1
69. CCCNC(=O)c1ccc(N2CCC3(CC2)CC(c2ccccc2)=NO3)c(NC(=O)c2ccc(Br)cc2)c1
70. Cc1ccc(-c2[nH]ncc2CN2CCN(C(=O)c3cccs3)CC2)cc1C
71. CCOC(=O)c1cc2c(=O)n3ccccc3nc2n(CC(C)C)c1=NC(=O)COc1ccc(Cl)cc1
72. NS(=O)(=O)c1ccc(NC(=S)NCc2cccc(Cl)c2)cc1
assay / compound	65	66	67	68	69	70	71	72
GCN5L2 inh	-8%	-3%	-4%	0%	-6%	-37%	1%	1%
N370S GC mod	2%	10%	·	-18%	-8%	-10%	·	-10%
FEN1 inh	-16%	-12%	14%	18%	1%	1%	-10%	5%

73. CC(C)(CSc1nncn1/N=C/c1ccco1)NS(=O)(=O)c1ccc(Cl)cc1
74. Cc1ccc(C)c(C(=O)COc2ccccc2[N+](=O)[O-])c1
75. CCOC(=O)N1CCN(C(=O)C(NS(=O)(=O)c2cccc3nsnc23)c2ccccc2)CC1 (stereo not drawn)
76. Cc1cc(-c2n[nH]c(=S)n2/N=C/C(Cl)=C/c2ccccc2)n[nH]1
77. Cc1ccc(-c2csc3nc(=O)c(C)nn23)cc1
78. COc1ccc(C(=O)/C=C/c2cn(CC(O)CN3CCOCC3)c3ccccc23)cc1 (stereo not drawn)
assay / compound	73	74	75	76	77	78
GCN5L2 inh	-5%	-1%	-2%	-10%	1%	-10%
N370S GC mod	-3%	6%	-8%	3%	7%	?
FEN1 inh	0%	-11%	-3%	12%	-3%	-20%
